NR1D1 modulator = modulators of Rev-erb alpha DNA binding, primary screen, biochemical, FITC-DNA, fluorescence polarization, uHTS | Rev-erbα–FITC-DNA binding, 90 min | activity, % at 10 µM | actives 0.79% (n = 370,000) | Nuclear receptor subfamily 1 group D member 1 (Homo sapiens), P20393;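 active means activity above about 14%, limit read from the data; passing the limit was not always enough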;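 further: 0% = DMSO wells with 35 nM protein and 100% = DMSO wells with 750 nM protein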
MBD2 inh = inhibitors of MBD2 binding to methylated DNA, primary screen, biochemical, TR-FRET, DNA-binding domain, human | MBD2 binding to methylated oligonucleotide | inhibition, % at 4.4 µM | actives 0.31% (n = 370,000); in the data active means inhibition above about 13%
PRMT1 FP inh = PRMT1 methyltransferase inhibitors, primary screen, biochemical, fluorescence polarization. Protein arginine N-methyltransferase 1 (Homo sapiens), Q99873. recombinant PRMT1, activity-based probe fluorescence polarization. inhibition, % at 2.79 µM. actives 1.3% (n = 370,000). AID 652257, 2013;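 active means inhibition above about 21% made by adding two undisclosed values, limit read from the data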
Target sequence (Q99873 whole entry, looked up): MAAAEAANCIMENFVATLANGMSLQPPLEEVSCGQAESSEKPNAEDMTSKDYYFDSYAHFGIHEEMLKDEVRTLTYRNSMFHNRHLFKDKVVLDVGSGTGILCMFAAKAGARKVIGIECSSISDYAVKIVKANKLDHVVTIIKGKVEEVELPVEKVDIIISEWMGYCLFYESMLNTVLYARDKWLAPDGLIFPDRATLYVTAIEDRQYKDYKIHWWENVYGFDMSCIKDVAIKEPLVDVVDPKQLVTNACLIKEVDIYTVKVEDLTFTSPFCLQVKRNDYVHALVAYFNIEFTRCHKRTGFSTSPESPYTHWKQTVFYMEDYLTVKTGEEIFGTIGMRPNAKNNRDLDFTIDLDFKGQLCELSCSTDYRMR
LEDGF integ inh = blockers of LEDGF/p75-dependent integrase strand transfer – biochemical, TR-FRET, high throughput, primary screen | HIV-1 integrase (with human LEDGF/p75) | TR-FRET IN-LEDGF/p75 DNA integration, Eu/Cy5 | inhibition, % at 3.7 µM | actives 0.64% (n = 370,000);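 active means inhibition above the screen-wide mean plus 3 SD, cut at about 13% in these data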;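 further: signal is the Cy5 over europium emission ratio at 671 and 618 nm; 0% = plate median of compound wells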
mABHD4 FP = ABHD4 inhibitors, primary screen, biochemical, fluorescence polarization, mouse | purified mABHD4, FP-Rh probe fluorescence polarization | inhibition, % at 8.92 µM | actives 0.54% (n = 370,000);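 active means inhibition exceeding the mean over every tested compound plus 3 SD, cut at about 30% in these data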;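 further: 0% = plate median of compound wells and 100% = S159A mutant with DMSO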
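Test system: mouse ABHD4 enzyme, wild type. Reagent: FP-Rh fluorescent activity-based probe, added after compound pre-incubation. Timing: pre-incubation 45 min, probe exposure 60 min, at 25 °C. Technique: FP readout, ex 525 nm / em 598 nm. Benchmarks: high control S159A mutant with DMSO, low control median of compound wells.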
PG9 Ab binder = binders of HIV-1 gp120 antibody PG9, primary screen, biochemical, TR-FRET; HIV-1 gp120 / PG9 antibody interaction; TR-FRET gp120-PG9 antibody binding; inhibition, % at 6.7 µM; actives 0.43% (n = 360,000); in the data active means inhibition above about 8.5%
UHRF1 MBD2 ctr = UHRF1 methylated DNA binding inhibitors, primary screen, counter-screen for MBD2 inhibitor project, biochemical, TR-FRET, human UHRF1, single concentration; E3 ubiquitin-protein ligase UHRF1 (Homo sapiens), Q96T88; UHRF1 binding to methylated oligo; inhibition, % at 4.4 µM; actives 0.75% (n = 370,000); in the data active means inhibition above about 21%;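 further: UHRF1 SRA domain binding a hemimethylated CpG hairpin DNA probe; 0% = median of test compound wells and 100% = reference inhibitor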
TCR-CD3 inh = inhibitors of human TCR-CD3 interaction, primary screen, biochemical, fluorescence, TAMRA-labeled TCR probe; inhibition, % at 9.4 µM; T-cell receptor (TCR); actives 0.37% (n = 360,000); in the data active means inhibition above about 19%;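 further: recombinant mutant TCR 2C K166C tagged with TAMRA read by polarization; 0% = receptor in buffer alone and 100% = receptor with positive control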
rCAG binder = binders of r(CAG) RNA repeats, primary screen, biochemical, fluorescence; r(CAG) RNA repeat, TO-PRO-1 dye displacement fluorescence; inhibition, % at 3 µM; actives 1.3% (n = 370,000); AID 651821, 2012;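 active means inhibition above the plate cutoff, the mean of all test compounds on that plate plus 3 SD, cut at about 35% in these data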;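 further: 0% = DMSO alone and 100% = 100 µM mitoxantrone as full dye displacement; higher means more dye released from RNA so lower well fluorescence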
HTRA1 inh = HTRA1 serine protease inhibitors, primary screen, biochemical, fluorescence polarization, HTS. Q92743. recombinant HTRA1, FP-rhodamine activity-based probe. inhibition, % at 5.96 µM. actives 0.5% (n = 340,000); in the data active means inhibition above about 36%;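 further: 0% = enzyme with DMSO and 100% = wells lacking enzyme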
Target sequence (Q92743 whole entry, looked up): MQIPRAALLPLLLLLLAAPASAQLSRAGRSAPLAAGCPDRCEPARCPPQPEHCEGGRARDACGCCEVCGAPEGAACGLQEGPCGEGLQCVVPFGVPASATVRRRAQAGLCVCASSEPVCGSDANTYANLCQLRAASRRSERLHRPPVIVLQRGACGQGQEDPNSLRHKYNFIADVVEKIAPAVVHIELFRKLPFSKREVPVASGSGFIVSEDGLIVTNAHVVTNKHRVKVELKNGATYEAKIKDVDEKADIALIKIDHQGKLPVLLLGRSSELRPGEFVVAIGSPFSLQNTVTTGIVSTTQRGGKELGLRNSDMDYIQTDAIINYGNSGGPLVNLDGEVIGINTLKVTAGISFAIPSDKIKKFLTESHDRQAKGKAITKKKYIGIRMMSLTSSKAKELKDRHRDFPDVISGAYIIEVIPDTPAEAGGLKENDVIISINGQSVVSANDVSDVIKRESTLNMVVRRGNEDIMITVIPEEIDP
The depositor's hits bear a star; . = not tested or not shown. An excerpt; rates above refer to the full screens.

no. | Structure | NR1D1 modulator | MBD2 inh | PRMT1 FP inh | LEDGF integ inh | mABHD4 FP
1 | C=C(C)C(=O)OCCCCCCOc1ccc(C(=O)O)cc1 | -4.9 | 0.9 | -2.9 | 0.9 | -10.9
2 | O=c1c2ccccc2ncn1CCc1ccncc1 | 3.5 | -2.7 | 1.0 | 1.4 | -7.7
3 | Cc1ccc(-c2nn(-c3ccccc3)cc2C(=O)N2CCOCC2)cc1C | 1.6 | -0.2 | -1.2 | 1.0 | -0.1
4 | CCOc1ccccc1N1CC(C(=O)Nc2cccc(S(=O)(=O)N3CCCCC3)c2)CC1=O (stereo unspecified) | 6.5 | -0.7 | 1.8 | 1.9 | -6.1
5 | Cc1cc(-c2n[nH]c(=S)n2N=Cc2ccc(-c3ccccc3)cc2)n[nH]1 | 6.9 | 2.0 | 8.4 | -1.3 | -0.7
6 | O=C(Cn1cnc2scc(-c3ccc(F)cc3)c2c1=O)NCC(c1ccco1)N1CCCC1 (stereo unspecified) | -1.6 | -3.0 | -4.2 | -2.0 | -5.1
7 | CCn1cc(Br)c(C(=O)NN)n1 | -1.2 | -3.5 | -0.1 | 1.8 | -9.9
8 | CC(C)(C)NC(=O)NC(=O)COC(=O)Cc1ccc(Cl)cc1Cl | -0.3 | -3.9 | 1.1 | 3.6 | 6.0
9 | C[n+]1ccccc1N1CCN(c2ccccc2Cl)CC1 | 0.7 | -1.3 | 1.0 | -0.2 | 2.3
10 | COc1cc(/C=C/C(=O)OCC(=O)NCc2cccs2)ccc1OC(F)F | -3.9 | -7.4 | 0.6 | -1.1 | -4.8
11 | CCOCc1[nH]c(=S)[nH]c(=O)c1Cc1ccc(OCC(C)C)cc1 | -3.5 | 1.4 | 1.5 | -2.5 | -1.8
12 | CCO[C@H]1OC(C(=O)NCc2nc3ccccc3[nH]2)=C[C@@H](C2CCCCC2)[C@@H]1CCCO | 4.9 | 3.1 | 1.8 | -1.5 | -9.6
13 | O=C(N/N=C/c1ccco1)c1cccc([N+](=O)[O-])c1 | -2.6 | -1.9 | 3.8 | 4.0 | -5.5
14 | COc1cccc(NC(=O)CCN2CCN(c3ccccc3F)CC2)c1 | -0.9 | 1.2 | 0.2 | -3.3 | -8.2
15 | CCCc1nnc(NC(=O)CCC(=O)Nc2ccc(Br)cc2)s1 | 0.1 | 1.2 | -0.6 | 1.0 | 0.6

no. | PG9 Ab binder | UHRF1 MBD2 ctr | TCR-CD3 inh | rCAG binder | HTRA1 inh
1 | -1.0 | 3.5 | -4.6 | 11.5 | -3.4
2 | 1.1 | 1.6 | -5.3 | 0.1 | 1.1
3 | -0.9 | -1.7 | 2.2 | -7.0 | -16.6
4 | -0.1 | 2.2 | -2.7 | 2.6 | -1.1
5 | . | 0.6 | . | 41.5* | .
6 | -0.6 | -1.1 | 4.3 | -7.0 | -3.6
7 | -0.6 | -2.4 | -3.5 | -2.2 | -0.8
8 | -2.0 | -0.8 | 4.4 | -5.4 | 23.6
9 | -2.3 | 1.2 | 4.3 | 0.3 | -3.3
10 | -0.6 | 1.6 | 0.5 | 1.0 | 0.4
11 | 1.0 | -6.4 | -1.5 | 5.2 | .
12 | -1.4 | -1.9 | 8.5 | -9.5 | -15.6
13 | -3.2 | -2.0 | 0.3 | 5.9 | 4.0
14 | -0.7 | -0.1 | 5.6 | -6.7 | -3.0
15 | -0.6 | 0.4 | 13.3 | 3.2 | 0.8

Structural class: the compounds so far containing a thiophene ring, fused or not
no. | Structure | NR1D1 modulator | MBD2 inh | PRMT1 FP inh | LEDGF integ inh | mABHD4 FP
6 | O=C(Cn1cnc2scc(-c3ccc(F)cc3)c2c1=O)NCC(c1ccco1)N1CCCC1 (stereo unspecified) | -1.6 | -3.0 | -4.2 | -2.0 | -5.1
10 | COc1cc(/C=C/C(=O)OCC(=O)NCc2cccs2)ccc1OC(F)F | -3.9 | -7.4 | 0.6 | -1.1 | -4.8

no. | PG9 Ab binder | UHRF1 MBD2 ctr | TCR-CD3 inh | rCAG binder | HTRA1 inh
6 | -0.6 | -1.1 | 4.3 | -7.0 | -3.6
10 | -0.6 | 1.6 | 0.5 | 1.0 | 0.4

Next results:
no. | Structure | NR1D1 modulator | MBD2 inh | PRMT1 FP inh | LEDGF integ inh | mABHD4 FP
16 | Cc1ccccc1C(=O)Nc1ccc2c(c1)CCCN2C(=O)c1cccs1 | 1.7 | -1.1 | -3.6 | 3.9 | -1.2
17 | CC1(C)CC(=O)C=C(c2ccc(Cl)c(C(F)(F)F)c2)C1 | 7.1 | -0.2 | 1.8 | 1.4 | 2.7
18 | Cc1cccc(NC(=O)CN(C)S(=O)(=O)c2ccc(-c3ccc(=O)[nH]n3)s2)c1C | 3.4 | 3.2 | 0.0 | 1.2 | -15.6
19 | COc1cc(O)c(C(CC(=O)N2CCCCC2)c2cc(OC)c(OC)c(OC)c2)c(OC)c1 (stereo unspecified) | 5.6 | 3.5 | -1.0 | -0.4 | -4.1
20 | CC(C)c1nnc(NC(=O)COc2ccc3c(c2)OCO3)s1 | 1.5 | -3.8 | 2.4 | -1.0 | 2.7
21 | Cc1ccc(NC(=O)CCC(=O)OC(C(=O)c2ccc(C)c(C)c2)c2ccccc2)c(C)c1 (stereo unspecified) | 0.2 | 6.6 | 0.0 | 0.2 | 8.6
22 | COc1ccc(-n2c(C)cc3cc(OC(C)=O)ccc32)cc1 | -0.1 | 3.2 | -2.5 | -1.9 | -2.6
23 | COc1ccc(OC)c(NC(=O)C2(C)CCN2C(=O)Cc2ccc(Cl)cc2Cl)c1 (stereo unspecified) | -1.5 | -2.7 | 1.1 | 3.5 | -3.7
24 | COc1ccc(S(=O)(=O)Nc2ccccc2C(=O)NCc2ccco2)cc1 | -5.9 | -0.7 | 2.2 | 1.2 | 2.2
25 | C[n+]1cccc(C2C(C#N)=C(N)Oc3c2ccc2ccccc32)c1 (stereo unspecified) | -6.2 | -0.5 | 3.5 | 1.6 | 4.2
26 | COc1ccc(OCC(=O)N2CCC(Cc3ccccc3)CC2)cc1 | 2.5 | -1.3 | -3.6 | -0.8 | -2.4
27 | CC(=O)Nc1ccc(Cl)cc1-c1ccccc1 | -3.7 | 0.9 | -1.0 | -1.3 | -0.6
28 | O=C(Nc1cnc2sccn2c1=O)c1ccccc1Cl | -5.4 | 0.9 | -1.2 | -3.9 | -2.8
29 | Cc1ccc(OCC(=O)c2c(O)c3ccccc3oc2=O)cc1C | 9.5 | 2.4 | 2.0 | -7.2 | -10.1
30 | O=C(CSc1nnnn1-c1ccc(F)cc1)c1ccc(O)c(O)c1 | -5.0 | 3.8 | 3.7 | -7.3 | 29.9*

no. | PG9 Ab binder | UHRF1 MBD2 ctr | TCR-CD3 inh | rCAG binder | HTRA1 inh
16 | 1.0 | 9.4 | -2.8 | 0.5 | -10.4
17 | -5.9 | 0.7 | 4.9 | -6.2 | 3.2
18 | -0.2 | -0.3 | 8.2 | 22.7 | -11.2
19 | 0.0 | 1.6 | -3.3 | -4.5 | -5.0
20 | -1.6 | 1.1 | 0.0 | 1.4 | 8.0
21 | 1.7 | 2.4 | -1.1 | -3.8 | -3.0
22 | 1.6 | -3.0 | 1.5 | -1.9 | -7.3
23 | -0.9 | 3.1 | -0.8 | -0.2 | .
24 | -1.4 | 0.7 | 2.8 | 11.8 | 3.0
25 | -1.3 | 3.8 | 1.8 | -4.4 | 10.9
26 | -0.6 | 0.1 | 2.4 | -7.4 | -0.7
27 | -0.6 | 3.9 | -1.2 | 2.4 | 8.9
28 | -1.9 | 1.0 | -1.2 | 0.1 | 0.9
29 | 0.5 | 2.6 | -4.0 | 6.5 | 0.1
30 | -1.8 | 1.3 | 5.8 | 20.2 | 41.4*

(list continues)
no. | Structure | NR1D1 modulator | MBD2 inh | PRMT1 FP inh | LEDGF integ inh | mABHD4 FP
31 | COc1ccccc1CC(=O)Nc1ccc(F)cc1F | 0.1 | 2.0 | -1.2 | -3.6 | 2.1
32 | NC(=O)c1cccc(Nc2nc(C(N)Cc3ccc(C(F)(F)F)cc3)cs2)n1 (stereo unspecified) | 2.5 | 3.3 | 1.7 | -1.9 | 11.4
33 | O=C(CSc1nnc(CNC(=O)c2ccccc2F)o1)Nc1ccc2c(c1)OCO2 | 7.6 | 1.0 | 1.1 | -1.9 | -6.2
34 | COC(=O)c1c[nH]n2c(=O)cc(CCl)nc12 | 3.1 | -3.5 | 7.0 | 9.2 | 1.1
35 | O=C(NC1CCCCCCC1)c1ccc(Br)o1 | -1.9 | -4.5 | -1.7 | 2.5 | 0.3
36 | Cc1c(NC(=O)CSc2nnc(C(C)Oc3ccc(Cl)cc3)n2-c2ccccc2)c(=O)n(-c2ccccc2)n1C (stereo unspecified) | 0.2 | -0.5 | 1.9 | -1.8 | 2.5
37 | CCN(CC)CC(=O)N1c2ccccc2Sc2ccc(Cl)cc21 | -1.6 | -1.0 | -1.3 | -3.0 | -0.2
38 | CCN(CC)c1nc(N)c2c(N)nc3c(c2c1C#N)CC(c1ccccc1)O3 (stereo unspecified) | 10.6 | -4.2 | 2.6 | -0.9 | 8.1
39 | COc1ccc(C(=O)OCCN(C)C2CN(Cc3cn(Cc4ccccc4Cl)nn3)S(=O)(=O)C2)cc1OC (stereo unspecified) | -0.1 | 0.4 | 2.2 | 1.2 | 5.3
40 | COc1ccc(-c2cn(CCO)c(-c3ccncc3)n2)cc1 | -1.5 | 0.1 | -1.8 | -2.9 | -1.7
41 | O=C(NCCO)c1nc(NCCO)c2ccccc2n1 | 3.1 | 4.8 | -1.4 | -0.1 | 1.8
42 | CCOc1cc2[nH]c(=O)n(CCCCC(=O)N3CCCCCC3)c(=O)c2cc1OCC | -1.4 | -0.3 | -1.1 | 0.5 | -1.1
43 | CCOc1ccc(C(=O)NCC(=O)NNC(=O)C2COc3ccccc3O2)cc1OCC (stereo unspecified) | -0.3 | 0.4 | -0.5 | -3.5 | 5.8
44 | CC(=O)CS(=O)(=O)c1ccc(Oc2ccc(S(=O)(=O)CC(C)=O)cc2)cc1 | -5.8 | 0.5 | -0.9 | 2.6 | -0.8

no. | PG9 Ab binder | UHRF1 MBD2 ctr | TCR-CD3 inh | rCAG binder | HTRA1 inh
31 | 1.1 | -1.8 | -4.4 | -0.4 | -12.3
32 | -2.4 | -1.9 | -11.0 | 13.4 | .
33 | 1.5 | 0.1 | 6.2 | 0.6 | 1.6
34 | -0.7 | -5.0 | 2.2 | 11.2 | 5.7
35 | 0.0 | 2.9 | 4.6 | 2.8 | -2.1
36 | 1.1 | 2.1 | -1.3 | -6.0 | -4.4
37 | -1.6 | 0.5 | 5.2 | -2.7 | -5.7
38 | 1.9 | -3.3 | 1.3 | 27.3 | -1.7
39 | . | 2.8 | . | 2.2 | .
40 | 0.5 | -0.2 | 8.3 | 0.2 | 2.1
41 | 0.3 | 0.9 | -0.7 | 0.0 | -4.1
42 | 1.7 | -0.3 | -0.3 | -4.8 | 7.2
43 | -0.3 | -1.6 | 0.0 | -4.5 | 2.4
44 | -0.1 | 0.1 | -0.7 | 7.3 | -12.0
